Screening results deposited in PubChem by several laboratories.
MEX-5 binding: C. elegans MEX-5 TCR-2 RNA binding activity | MEX-5/FITC-TCR2 RNA binding, fluorescence polarization; hits give low values | 300,000 tested, 0.38% active | activity score (negative = inhibition of binding), % at 10 µM | Q9XUB2;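 active means inhibition past about -25% in most replicates, and total fluorescence under double the plate's negative control median, limit read from the data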;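 further: 0% = DMSO and -100% = 5 µM competing unlabeled TCR2 RNA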
Target sequence (Q9XUB2 whole entry, looked up): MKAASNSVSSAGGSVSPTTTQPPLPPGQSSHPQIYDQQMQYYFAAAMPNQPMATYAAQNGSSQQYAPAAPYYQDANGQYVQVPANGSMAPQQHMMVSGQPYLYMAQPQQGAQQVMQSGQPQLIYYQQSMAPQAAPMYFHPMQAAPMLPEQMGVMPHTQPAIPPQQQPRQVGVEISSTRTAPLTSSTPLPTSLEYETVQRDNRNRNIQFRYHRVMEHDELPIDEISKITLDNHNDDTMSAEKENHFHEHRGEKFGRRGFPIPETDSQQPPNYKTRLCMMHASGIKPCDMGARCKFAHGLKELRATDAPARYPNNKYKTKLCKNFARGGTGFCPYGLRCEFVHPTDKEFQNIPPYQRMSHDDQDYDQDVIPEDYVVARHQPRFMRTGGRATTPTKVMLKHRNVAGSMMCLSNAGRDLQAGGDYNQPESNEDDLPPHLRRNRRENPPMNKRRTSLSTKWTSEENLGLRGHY
GRK2 aptamer HTS: blocks RNA aptamer binding to human GRK2. P25098. bead flow cytometry, FAM-aptamer displacement from GRK2. inhibition of aptamer binding, % at 10 µM. 330,000 tested, 0.59% active. AID 488847;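 active means inhibition of aptamer binding above 40%, roughly 3 SD of noise, on plates passing a quality check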;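 further: median bead fluorescence of bound FAM aptamer so fluorescent compounds give negative values; no value below 0 was filed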
VLA-4 inh: inhibition in a human VLA-4 binding assay. P13612. 330,000 tested, 0.2% active. AID 2557. inhibition, % (about 7 µM as worked out from the volumes in the protocol). VLA-4 expressing cells, ligand binding flow cytometry; in the data active means inhibition above about 50%
MCL1 BIM primary: disrupts human MCL1 binding to BIM-BH3 peptide. inhibition, % at 10.9 µM. GST-MCL1 / FITC-Bim-BH3 fluorescence polarization. 320,000 tested, 0.68% active. Q07820;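 active means inhibition above the mean inhibition of all tested compounds plus 3 SD, set per campaign, cut at about 40% in these data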;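 further: 0% = DMSO wells and 100% = unlabeled Bim-BH3 peptide control; higher means more loss of mP so more displacement of Bim peptide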
Target sequence (Q07820 whole entry, looked up): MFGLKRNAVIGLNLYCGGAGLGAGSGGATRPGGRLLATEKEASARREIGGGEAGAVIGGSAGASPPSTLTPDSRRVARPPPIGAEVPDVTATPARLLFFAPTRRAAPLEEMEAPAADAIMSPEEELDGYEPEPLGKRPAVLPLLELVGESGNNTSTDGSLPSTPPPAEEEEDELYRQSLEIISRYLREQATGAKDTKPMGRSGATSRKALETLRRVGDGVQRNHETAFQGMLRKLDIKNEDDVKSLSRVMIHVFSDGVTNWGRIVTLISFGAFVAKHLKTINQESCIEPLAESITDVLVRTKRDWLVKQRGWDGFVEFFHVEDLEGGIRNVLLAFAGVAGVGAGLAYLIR
PME-1 inh: PME-1 (human) inhibition | Q9Y570 | recombinant PME-1, FP-Rh probe fluorescence polarization | inhibition, % at 5.9 µM | 320,000 tested, 0.53% active;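 active means inhibition above the campaign mean of all compounds plus 3 SD, cut at about 26% in these data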;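 further: competitive labeling of PME-1 active site by serine hydrolase directed probe; 0% = PME-1 with DMSO and 100% = wells lacking PME-1 enzyme; inhibitors block probe labeling so polarization falls and inhibition rises; many of its hits are not listed in these tables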
GLD-1 RNA inh: GLD-1-TGE RNA interaction inhibition (C. elegans); 320,000 tested, 0.44% active; inhibition, % at 5.96 µM; Q17339; purified GLD-1 + fluorescein TGE RNA, fluorescence polarization;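 active means percent inhibition above a per-plate cutoff, the plate mean of test compounds plus 3 SD, cut at about 30% in these data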;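 further: 0% = DMSO wells with GLD-1 and probe and 100% = wells lacking GLD-1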
Efflux pump mplx: inhibitors of Candida antifungal efflux pumps expressed in yeast; S. cerevisiae Candida pump triplex, Nile Red efflux; inhibition, % at 10 µM; 330,000 tested, 0.44% active; AID 485275;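 active means plate passing quality check with inhibition over a set limit, or well fluorescence over plate mean plus 4 SD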;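 further: Nile Red retained in pooled yeast measured as flow cytometry median fluorescence; 0% = buffer negative control and 100% = Enniatin B positive control; higher means more Nile Red kept so more efflux inhibition; some compounds called inactive have numbers as strong as hits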
Fam108B counter: blocks mouse Fam108B hydrolase in RBBP9 counter-screen; recombinant Fam108B, FP-Rh probe fluorescence polarization; inhibition, % at 9.51 µM; 300,000 tested, 0.33% active;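 active means inhibition above the screen mean inhibition plus 3 SD, computed separately per campaign, cut at about 18% in these data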;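 further: inhibitors lower polarization as less probe binds the enzyme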
Bcl-xL primary: blocks human Bcl-xL binding to Bim BH3 peptide. GST-Bcl-xL / FITC-Bim BH3 peptide fluorescence polarization. inhibition, % at 10.9 µM. 320,000 tested, 0.7% active;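 active means inhibition above the mean of all tested compounds plus 3 SD, cutoff set per campaign, cut at about 30% in these data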;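 further: 0% = DMSO wells and 100% = unlabeled Bim-BH3 peptide competitor; inhibitors lower millipolarization by displacing the labeled peptide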
Target sequence (Q07817 whole entry, looked up): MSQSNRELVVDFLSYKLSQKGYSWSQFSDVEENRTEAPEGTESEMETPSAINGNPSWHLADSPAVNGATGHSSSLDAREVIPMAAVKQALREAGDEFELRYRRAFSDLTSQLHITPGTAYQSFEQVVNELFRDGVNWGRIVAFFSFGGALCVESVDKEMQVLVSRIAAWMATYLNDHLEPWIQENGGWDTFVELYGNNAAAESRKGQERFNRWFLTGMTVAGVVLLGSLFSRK
An asterisk follows results filed as active. An excerpt; the hit share may differ from the screen's.

Results for Cc1ccc(NCN2C(=O)C3CC=CCC3C2=O)cc1 (stereo not drawn) ?
MEX-5 binding: 2.1; GRK2 aptamer HTS: 0.0; VLA-4 inh: 10.3; MCL1 BIM primary: -2.5; PME-1 inh: 0.0; GLD-1 RNA inh: 5.3; Efflux pump mplx: 0.0; Fam108B counter: -1.0; Bcl-xL primary: 0.9

How did O=c1[nH]c2ccccc2n2c(=S)[nH]nc12 do in these assays?
MEX-5 binding: -0.4; GRK2 aptamer HTS: 0.0; VLA-4 inh: 13.7; MCL1 BIM primary: -11.4; PME-1 inh: 4.3; GLD-1 RNA inh: -1.9; Efflux pump mplx: -0.1; Fam108B counter: 3.7; Bcl-xL primary: -19.9

How did O=C(COC(=O)C1CCN(S(=O)(=O)c2cccc3cccnc23)CC1)c1ccccc1 do in these assays?
MEX-5 binding: 2.2; GRK2 aptamer HTS: 0.0; VLA-4 inh: 5.0; MCL1 BIM primary: 0.1; PME-1 inh: 16.7; GLD-1 RNA inh: 5.5; Efflux pump mplx: -0.2; Fam108B counter: 0.9; Bcl-xL primary: 0.5

What do the screens show for `CC(C)OC(=O)CCCNc1ccc([N+](=O)[O-])cc1[N+](=O)[O-]`?
MEX-5 binding: 0.5; GRK2 aptamer HTS: 4.0; VLA-4 inh: 30.4; MCL1 BIM primary: 7.2; PME-1 inh: 3.6; GLD-1 RNA inh: 4.5; Efflux pump mplx: -0.4; Fam108B counter: -0.4; Bcl-xL primary: 5.0

How did CCOc1ccc(N2CC(C(=O)Nc3ccc(S(=O)(=O)N4CCOCC4)cc3)CC2=O)cc1 (stereo not drawn) do in these assays?
MEX-5 binding: -0.7; GRK2 aptamer HTS: 0.0; VLA-4 inh: 2.3; MCL1 BIM primary: -2.7; PME-1 inh: 0.1; GLD-1 RNA inh: -8.8; Efflux pump mplx: 0.1; Fam108B counter: 1.7; Bcl-xL primary: 1.0

How did COc1ccc(CN2CCNC(=O)C2CC(=O)NCCC2=CCCCC2)c(F)c1 (stereo not drawn) do in these assays?
MEX-5 binding: -1.1; GRK2 aptamer HTS: 0.0; VLA-4 inh: 0.0; MCL1 BIM primary: 15.2; PME-1 inh: -0.3; GLD-1 RNA inh: 16.5; Efflux pump mplx: -8.3; Fam108B counter: -0.1; Bcl-xL primary: 15.0

What do the screens show for `COc1ccccc1NC(=O)CCSc1nc(C)cs1`?
MEX-5 binding: -0.3; GRK2 aptamer HTS: 0.0; VLA-4 inh: 12.9; MCL1 BIM primary: 7.7; PME-1 inh: 0.8; GLD-1 RNA inh: -2.4; Efflux pump mplx: 0.1; Fam108B counter: -1.0; Bcl-xL primary: 2.4

Results for CCOC(=O)C1=C(COC(=O)/C=C/c2cccc(Br)c2)NC(=O)NC1C (stereo not drawn) ?
GRK2 aptamer HTS: 1.0; VLA-4 inh: -20.0; MCL1 BIM primary: 5.8; PME-1 inh: -0.3; GLD-1 RNA inh: 7.6; Efflux pump mplx: 0.0; Bcl-xL primary: 3.7

What do the screens show for `Nc1cc2c(cc1C(=O)c1cccc(Br)c1)OCCO2`?
MEX-5 binding: 0.7; GRK2 aptamer HTS: 4.0; VLA-4 inh: -2.4; MCL1 BIM primary: 10.3; PME-1 inh: 7.9; GLD-1 RNA inh: 1.0; Efflux pump mplx: 0.6*; Fam108B counter: 2.3; Bcl-xL primary: 4.7

How did COc1cccc(C2CNC3(CCCC(C)C3)c3[nH]c4ccccc4c32)c1OC (stereo not drawn) do in these assays?
MEX-5 binding: -2.2; GRK2 aptamer HTS: 0.0; VLA-4 inh: 4.2; MCL1 BIM primary: -8.8; PME-1 inh: 4.0; GLD-1 RNA inh: -9.6; Efflux pump mplx: 0.1; Fam108B counter: -2.0; Bcl-xL primary: -0.6

What do the screens show for `Cc1ccc(C(=O)N2CCC(n3nccc3NC(=O)c3ccccc3C)CC2)cn1`?
MEX-5 binding: 2.1; GRK2 aptamer HTS: 1.0; VLA-4 inh: 1.2; MCL1 BIM primary: 1.4; PME-1 inh: 4.0; GLD-1 RNA inh: 7.8; Efflux pump mplx: 0.4; Fam108B counter: 1.9; Bcl-xL primary: 4.9

How did CCCNC(=S)Nc1cc2oc3ccccc3c2cc1OC do in these assays?
MEX-5 binding: -1.4; GRK2 aptamer HTS: 3.0; VLA-4 inh: -2.3; MCL1 BIM primary: 6.7; PME-1 inh: 10.9; GLD-1 RNA inh: 2.8; Efflux pump mplx: 0.1; Fam108B counter: 2.5; Bcl-xL primary: 3.7

How did CCn1c(N2CCC(C)CC2)nc2c1c(=O)n(C)c(=O)n2C do in these assays?
MEX-5 binding: -0.8; GRK2 aptamer HTS: 0.0; VLA-4 inh: -5.2; MCL1 BIM primary: 0.0; PME-1 inh: 1.9; GLD-1 RNA inh: -4.7; Efflux pump mplx: -0.1; Fam108B counter: 2.5; Bcl-xL primary: 2.1

Results for CCOC(=O)c1c(C)[nH]c(C(=O)CSc2nnnn2-c2ccc(C)cc2)c1C ?
MEX-5 binding: -2.1; GRK2 aptamer HTS: 3.0; VLA-4 inh: -18.2; MCL1 BIM primary: -10.0; PME-1 inh: -4.8; GLD-1 RNA inh: 0.6; Efflux pump mplx: -0.5; Fam108B counter: 3.0; Bcl-xL primary: -8.3

What do the screens show for `COC(=O)c1ccc(COc2ccc(CNCc3ccc(Cl)cc3)cc2)cc1`?
MEX-5 binding: -2.5; GRK2 aptamer HTS: 1.0; VLA-4 inh: 18.2; MCL1 BIM primary: 7.3; PME-1 inh: 0.7; GLD-1 RNA inh: -2.1; Efflux pump mplx: 0.1; Fam108B counter: -2.9; Bcl-xL primary: 4.6

How did C=CCN(c1ccccc1C(=O)NCC(=O)OCC)S(=O)(=O)c1ccc(C)cc1 do in these assays?
MEX-5 binding: -1.4; VLA-4 inh: -1.2; MCL1 BIM primary: -2.8; PME-1 inh: 1.4; GLD-1 RNA inh: 5.2; Efflux pump mplx: 0.0; Fam108B counter: -0.6; Bcl-xL primary: 1.6

How did CCCC(C)C(=O)Nc1cccc(NC(C)=O)c1 (stereo not drawn) do in these assays?
MEX-5 binding: -1.3; GRK2 aptamer HTS: 1.0; VLA-4 inh: 15.1; MCL1 BIM primary: 3.9; PME-1 inh: 9.4; GLD-1 RNA inh: 1.2; Efflux pump mplx: -0.1; Fam108B counter: -0.8; Bcl-xL primary: 2.7

What do the screens show for `Cc1ccc(NC(=O)N2CCCC2C(=O)NCc2ccccc2Cl)cc1` (stereo not drawn)?
MEX-5 binding: 1.9; GRK2 aptamer HTS: 1.0; VLA-4 inh: 2.4; MCL1 BIM primary: -0.8; PME-1 inh: 1.6; GLD-1 RNA inh: -1.4; Efflux pump mplx: -0.1; Fam108B counter: -5.6; Bcl-xL primary: 5.4

Results for CC(C)c1ccccc1NC(=O)COc1ccc(C(=O)NCCc2ccccc2)cc1 ?
MEX-5 binding: 1.7; GRK2 aptamer HTS: 0.0; VLA-4 inh: -4.1; MCL1 BIM primary: 5.8; PME-1 inh: -0.2; GLD-1 RNA inh: -1.9; Efflux pump mplx: -0.1; Fam108B counter: -2.8; Bcl-xL primary: 3.9

What do the screens show for `NS(=O)(=O)c1ccc(-c2ccc(/C=C3\SC(=O)NC3=O)o2)cc1`?
MEX-5 binding: -76.4*; GRK2 aptamer HTS: 0.0; VLA-4 inh: 27.1; MCL1 BIM primary: 4.1; PME-1 inh: -5.4; GLD-1 RNA inh: -1.2; Efflux pump mplx: 0.1; Fam108B counter: 3.7; Bcl-xL primary: 4.6

How did CC(C)NC(=S)N/N=C/c1cc(Br)ccc1O do in these assays?
MEX-5 binding: -1.7; GRK2 aptamer HTS: 0.0; VLA-4 inh: 8.2; MCL1 BIM primary: 14.2; PME-1 inh: 1.0; GLD-1 RNA inh: 6.9; Efflux pump mplx: -0.1; Fam108B counter: 4.9; Bcl-xL primary: 3.8

How did O=C(Nc1nc(-c2ccco2)c(-c2ccco2)s1)C1CC(=O)N(c2ccc3c(c2)OCCO3)C1 (stereo not drawn) do in these assays?
MEX-5 binding: -5.1; GRK2 aptamer HTS: 5.0; VLA-4 inh: 1.9; MCL1 BIM primary: 11.5; PME-1 inh: 3.6; GLD-1 RNA inh: -0.7; Efflux pump mplx: 0.3; Fam108B counter: -0.6; Bcl-xL primary: 7.8

Results for COc1cccc(-n2c(COc3ccccc3C)nnc2SCC(=O)O)c1 ?
MEX-5 binding: -0.8; GRK2 aptamer HTS: 0.0; VLA-4 inh: 9.3; MCL1 BIM primary: 2.1; PME-1 inh: 2.2; GLD-1 RNA inh: -10.7; Efflux pump mplx: -0.1; Fam108B counter: 2.5; Bcl-xL primary: 2.0

What do the screens show for `O=C(CCc1ccccc1)NNC(=O)C12CC3CC(CC(C3)C1)C2`?
MEX-5 binding: 0.2; GRK2 aptamer HTS: 0.0; VLA-4 inh: -5.7; MCL1 BIM primary: 3.1; PME-1 inh: 6.2; GLD-1 RNA inh: 2.0; Efflux pump mplx: -0.4; Fam108B counter: -0.5; Bcl-xL primary: 4.0

How did C=CCNc1nc(N)c([N+](=O)[O-])c(Nc2ccccc2OC)n1 do in these assays?
MEX-5 binding: 1.2; GRK2 aptamer HTS: 5.0; VLA-4 inh: 0.2; MCL1 BIM primary: 2.9; PME-1 inh: 4.3; GLD-1 RNA inh: 4.5; Efflux pump mplx: 0.1; Fam108B counter: -0.5; Bcl-xL primary: 1.4

How did CCNC(=O)C(C)Oc1ccc(Cl)cc1Cl (stereo not drawn) do in these assays?
MEX-5 binding: 1.9; GRK2 aptamer HTS: 3.0; VLA-4 inh: 3.1; MCL1 BIM primary: 5.8; PME-1 inh: 1.2; GLD-1 RNA inh: 4.5; Efflux pump mplx: 0.0; Fam108B counter: 2.4; Bcl-xL primary: 8.3

What do the screens show for `COc1ccccc1NC(=O)c1cc(-c2cc(OC)c(OC)c(OC)c2)nc2ccccc12`?
MEX-5 binding: -2.2; GRK2 aptamer HTS: 1.0; VLA-4 inh: -0.3; MCL1 BIM primary: 4.3; PME-1 inh: -13.7; GLD-1 RNA inh: -6.5; Efflux pump mplx: 0.2; Fam108B counter: -7.3; Bcl-xL primary: 4.9

Results for Cc1cc(=O)n2c(nc3ccccc32)[nH]1 ?
MEX-5 binding: -0.5; GRK2 aptamer HTS: 2.0; VLA-4 inh: 0.5; MCL1 BIM primary: 7.5; PME-1 inh: 6.9; GLD-1 RNA inh: 7.0; Efflux pump mplx: 0.2; Fam108B counter: -5.6; Bcl-xL primary: 6.0

What do the screens show for `C/C=C/c1ccc(OCCCCOc2c(OC)cccc2OC)c(OC)c1`?
MEX-5 binding: 0.2; GRK2 aptamer HTS: 0.0; VLA-4 inh: 16.6; MCL1 BIM primary: -22.2; PME-1 inh: -2.5; GLD-1 RNA inh: 5.2; Efflux pump mplx: 0.2; Fam108B counter: 4.3; Bcl-xL primary: -4.4

What do the screens show for `O=c1nc(NCc2ccccc2Cl)cn[nH]1`?
MEX-5 binding: -1.8; GRK2 aptamer HTS: 0.0; VLA-4 inh: 2.5; MCL1 BIM primary: 2.7; PME-1 inh: -5.6; GLD-1 RNA inh: -0.7; Efflux pump mplx: 0.0; Fam108B counter: -1.5; Bcl-xL primary: 4.0
